SRC3 TRFRET art: counter-screen for PPARgamma SRC-3 recruitment agonists: TR-FRET artefact | AID 1048 | 99,000 tested, 0.39% active | TR-FRET ratio at 8 µM | PPARgamma/SRC-3 format; hits give high values; in the data active means TR-FRET ratio above about 2000; further: inactives centre near 1600; reference of the scale not given here
SRC1 TRFRET art: flags TR-FRET format artefacts in PPARgamma SRC-1 recruitment agonist screen | TR-FRET detection artefact counter-screen, emission ratio; hits give high values | TR-FRET ratio at 8 µM | 99,000 tested, 0.34% active | AID 1051; in the data active means TR-FRET ratio above about 2300; further: inactives centre near 1800; reference of the scale not given here
Starred values were filed as active, the others as inactive; & = joins results of further samples. A portion of the library, so the mix of outcomes need not match the whole.

SMILES	SRC3 TRFRET art	SRC1 TRFRET art
CC(C)(C)NS(=O)(=O)c1ccc(OCC(=O)N2CCN(Cc3ccccc3)CC2)cc1	1634	1746
Cc1ccc(/C=C2\C(=O)NC(=O)N(Cc3ccccc3Cl)C2=O)o1	1346	1544
CC(C)CCCn1c(O)c(/C=C2/C=CC=N2)c(=O)[nH]c1=O	1820	2016
CCCC(=O)OCC[N+](C)(C)C	1543	1737
Cc1ccc(CN2CCN(C)CC2)c(C)c1	1402	1768
COc1ccc(-n2c(C)nc3cc(C(=O)N4CCC5(CC4)OCCO5)ccc32)cc1	1522	1855
O=C1NC(=O)C2(Cc3ccccc3N3CCCC32)C(=O)N1Cc1ccccc1 (configuration not stated)	1609	2066
CCOC(=O)C1(c2ccccc2)CCN(CC(=O)Nc2ccc(C)cc2)CC1	1629	1899
CN(CCOc1ccc(C=C2C(=O)NC(=O)NC2=O)cc1)c1ccccn1	1423	1434
CCOC(=O)c1cc2c(cn1)[nH]c1ccccc12	1680	1728
CCN1CCN(C(c2cccs2)C(C)NC(=O)Oc2ccccc2)CC1 (configuration not stated)	1366	1658
O=C1CCN(C(=O)CCCn2c(=O)oc3ccccc32)CC1	1669	1966
O=c1[nH]c(=O)n(-c2ccccc2)c(O)c1/C=C1/C(c2ccccc2)=Nc2ccccc21	1523	1954
COP(=O)(OC)C1(O)C(=O)Nc2ccc(Br)cc21 (configuration not stated)	1560	1618
CN1CCN(c2c(C#N)c(C(F)(F)F)nn2C)CC1	1413	1470
O=C(CF)NC(NC(=S)Nc1ccccc1O)C(Cl)(Cl)Cl (configuration not stated)	1677	1637
COc1ccc(C(=O)C2CCCN(Cc3ccc(C)s3)C2)cc1OC (configuration not stated)	1776	1754
O=P(O)(O)Cc1c(Cl)cccc1Cl	1286	1809
CSc1ccc(CN2CCN(Cc3ccccc3Cl)CC2)cc1	1506	1578
CSc1ccc(CN2CCN(C(=O)COc3ccc(C)cc3)CC2)cc1	1683	1585
C=CCn1c(O)c(/C=C2/C=CC=N2)c(=O)[nH]c1=O	1719	1887
O=c1[nH]c(=S)[nH]c(O)c1N=Nc1ccc(OC(F)F)cc1	1702	2027
CC(=O)NC(Cc1ccc(N(CCCl)CCCl)cc1)C(=O)NC(C(=O)O)C(C)C (configuration not stated)	1776	1894
O=S(=O)(c1ccc(Cl)cc1)N1CCCCC1c1cccnc1 (configuration not stated)	1517	1677
CCC1(C)OC(c2ccccc2)=C/C(=C/C=C2C(=O)NC(=O)NC2=O)O1 (configuration not stated)	1934	1881

Continued:
SMILES	SRC3 TRFRET art	SRC1 TRFRET art
N#Cc1ccc(NC(=O)CN2CCCC2)cc1Cl	1598	1661
Cc1cc(/C=C2\C(=O)NC(=O)N(c3ccc(F)cc3)C2=O)c(C)n1-c1cccc(C(=O)O)c1	1486	1613
c1ccc2sc(N3CCNCC3)nc2c1	1500	1887
C[C@]12CCC(=O)C=C1CC[C@@H]1[C@@H]2CC[C@@]2(C)[C@H]1CC[C@]2(C)O	1584	1772
COc1ccccc1OCCCn1cc(C(=O)C2CC2)c2ccccc21	1426	1612
N#CCCn1cc(C(=O)Nc2ccccc2Br)c(-c2ccc([N+](=O)[O-])cc2)n1	1595	1922
CC(NCc1ccccc1C(F)(F)F)C(O)c1ccccc1 (configuration not stated)	1365	1622
COC(=O)Nc1ccc(N=C(N)N[N+](=O)[O-])cc1	1588	1690
CCN(CC)c1ccc(/C=N/c2sc3c(c2C#N)C2CCN3CC2)c(O)c1	1658	1805
O=c1c2ccccc2[nH]c(=S)n1-c1ccc(Br)cc1	1510	1782
O=Cc1cn(Cc2cccc([N+](=O)[O-])c2)c2ccccc12	1520	1575
N=c1sccn1Cc1ccc(Cl)cc1Cl	1607	1787
Cc1cc(C=C2C(=O)N(C)C(=O)N(C)C2=O)c(C)n1-c1ccccc1	1529	1861
CN(C)c1ccc(/C=C/[N+](=O)[O-])cc1	1758	1554
CCn1c(=N)n(Cc2ccccc2F)c2ccccc21	1380	1833
Cc1cccc(-n2c(-c3ccco3)nc3ccccc3c2=O)c1C	1758	1672
CC#CP(=O)(OC)C(O)(CF)c1ccccc1 (configuration not stated)	1514	1706
Oc1cc2c(cc1O)[C@H]1c3ccccc3CN[C@@H]1CC2	1553	1779
CSc1ncc(/C=C2/C(=O)NC(=O)N(c3ccc(C(C)C)cc3)C2=O)cn1	1698	1871
C[N+](C)(C)Cc1ccccc1	1673	1915
COc1ccc(NP(=O)(Nc2ccc(OC)cc2)Oc2ccccc2)cc1	1690	1706
Cc1cc(C)nc(NS(=O)(=O)c2ccc(N=Cc3c(O)n(C)c(=O)n(C)c3=O)cc2)n1	1603	1783
CN1Cc2cccnc2N(C)Cc2cc(Cl)ccc21	1392	1791
COc1ccc(NC(=O)c2cn(CCC#N)nc2-c2ccc([N+](=O)[O-])cc2)cc1	1430	1791
COc1cc2c(cc1OC)-c1c(OC)c(OC)cc3c1[C@H](C2)[N+](C)(C)CC3	1587	1553

Six structures from above, ordered by length of the SMILES, lowest first:
SMILES	SRC3 TRFRET art	SRC1 TRFRET art
N#Cc1ccc(NC(=O)CN2CCCC2)cc1Cl	1598	1661
CN1Cc2cccnc2N(C)Cc2cc(Cl)ccc21	1392	1791
CCn1c(=N)n(Cc2ccccc2F)c2ccccc21	1380	1833
CC(NCc1ccccc1C(F)(F)F)C(O)c1ccccc1 (configuration not stated)	1365	1622
Cc1cccc(-n2c(-c3ccco3)nc3ccccc3c2=O)c1C	1758	1672
COc1ccc(NP(=O)(Nc2ccc(OC)cc2)Oc2ccccc2)cc1	1690	1706

Remaining list, next part.
SMILES	SRC3 TRFRET art	SRC1 TRFRET art
Cc1nn(Cc2ccccc2Cl)c(Cl)c1C(=O)O	1524	1822
N#CSCC(=O)N1c2ccccc2CCc2ccccc21	1492	1615
COc1ccc(C(C)=O)cc1CC(C(=O)c1ccc(F)cc1)N(C)C (configuration not stated)	1526	1631
COC(=O)C(O)(c1ccc(N(C)S(=O)(=O)c2ccccc2)cc1)C(F)(F)F (configuration not stated)	1527	1836
O=C1NC(=O)N(Cc2ccccc2Cl)C(=O)/C1=C/c1cccs1	1641	2074
Cc1ccc(C2N(c3ccccn3)C(=O)C3CCCN32)o1 (configuration not stated)	1543	1993
COc1ccccc1CCNC1CCCC(C)C1 (configuration not stated)	1477	1800
Nc1ccc(Cl)cc1C(=O)c1ccccc1Cl	1404	1531
Cc1ccc(-n2c(O)c(/C=N/N3CCCCC3c3cccnc3)c(=O)[nH]c2=S)cc1 (configuration not stated)	1575	1721
CC1CCCN(C(=O)c2ccc(N3CC4CC(C3)c3cccc(=O)n3C4)c([N+](=O)[O-])c2)C1 (configuration not stated)	1409	1600
OC(CNC1CCCCCCC1)c1ccccc1 (configuration not stated)	1448	1597
CC1=CC(=C2C(=O)NC(=O)NC2=O)C=C(C(F)(F)F)N1Cc1ccccc1	1696	1783
COc1ccc(CCNCc2cccc(C(F)(F)F)c2)cc1OC	1611	1692
O=C(c1ccc(-c2ccccc2)c(F)c1)C1CCCN(CCO)C1 (configuration not stated)	1652	1670
O=C(c1cc(F)ccc1F)C1CCCN(CCCc2ccccc2)C1 (configuration not stated)	1489	1599
O=C1NC(=O)N(c2ccc3c(c2)OCO3)C(=O)/C1=C/c1ccsc1	1289	1436
COc1ccc(-n2c(/C=C/c3ccc4c(c3)OCO4)nc3ccccc3c2=O)cc1	1507	1818
O=c1c2ccccc2nc(SCC2CCCCO2)n1-c1ccccc1 (configuration not stated)	1524	1892
CC[C@@H](C(N)=O)N1CCCC1=O	1602	1792
COC(=O)N(c1ccccc1)P1(=S)OCCO1	1368	1761
Cc1ccc(-c2nc3ccccc3c(=O)n2-c2cccc(C)n2)cc1	1457	1788
COc1ccc(C2C([N+](=O)[O-])=C(N)Oc3c2c(=O)oc2ccccc32)cc1 (configuration not stated)	1738	1892
Cc1nc(CCl)cc(=O)[nH]1	1690	2074
Cc1ccc(N2C(=O)NC(=O)/C(=C\c3ccc(N4CCOCC4)cc3)C2=O)cc1	1414	1455
CCOC(=O)c1c(C)n(CC(O)CN2CCOCC2)c2cc(Br)c(OC)cc12 (configuration not stated)	1466	1862

Entries shown so far that have a thiophene ring, fused or not (five):
SMILES	SRC3 TRFRET art	SRC1 TRFRET art
CCN1CCN(C(c2cccs2)C(C)NC(=O)Oc2ccccc2)CC1 (configuration not stated)	1366	1658
COc1ccc(C(=O)C2CCCN(Cc3ccc(C)s3)C2)cc1OC (configuration not stated)	1776	1754
CCN(CC)c1ccc(/C=N/c2sc3c(c2C#N)C2CCN3CC2)c(O)c1	1658	1805
O=C1NC(=O)N(Cc2ccccc2Cl)C(=O)/C1=C/c1cccs1	1641	2074
O=C1NC(=O)N(c2ccc3c(c2)OCO3)C(=O)/C1=C/c1ccsc1	1289	1436

Later entries:
SMILES	SRC3 TRFRET art	SRC1 TRFRET art
CS(=O)(=O)N1CCN(C(=N)N[N+](=O)[O-])CC1	1475	1835
COc1ccc(Cl)cc1C(=O)C1CCCN(CCO)C1 (configuration not stated)	1726	1818
O=C1NC(=O)N(Cc2ccco2)C(=O)/C1=C/c1ccc(-c2cccc([N+](=O)[O-])c2)o1	1812	2157
O=[N+]([O-])c1cccc(CN2CCN(Cc3ccc(Cl)cc3)CC2)c1	1493	1662
Cc1ccsc1C(=O)C1CCCN(Cc2cnn(C(C)C)c2)C1 (configuration not stated)	1596	1847
COc1cc(-n2c(=S)[nH]c3ccc(C)cc3c2=O)c(Cl)cc1Cl	2496*	2557*
O=C1NC(=S)NC(=O)C1=Cc1cccn1-c1ccc(O)cc1	1582	2098
CN1CCN(c2ccc([N+](=O)[O-])c(NCC3CCCO3)c2)CC1 (configuration not stated)	1691	1783
COc1ccc(OC)c(C(c2c(O)c3ccccc3oc2=O)c2c(C)n(C)n(-c3ccccc3)c2=O)c1 (configuration not stated)	1504	1724
O=c1[nH]c(=S)[nH]c(O)c1N=Nc1ccc2c(c1)OCO2	1461	1827
COc1cccc(O)c1CN1CCCC(C(=O)c2sccc2C)C1 (configuration not stated)	1605	1895
CNS(=O)(=O)c1ccc(N=Cc2c(O)n(-c3cccc(C)c3)c(=O)[nH]c2=O)cc1	1394	1885
O=C(c1cc(-c2ccccc2)on1)N1CCC2(CC1)OCCO2	1652	1690
CN(C(=O)c1ccc(Cl)nc1)C1(c2ccccc2Cl)CCCCC1=O (configuration not stated)	1606	1958
CCCCCc1nc2ccccc2c(=O)n1-c1ccccc1[N+](=O)[O-]	1878	1895
Cc1ncc(CN2CCCC(C(=O)c3cccc(Cl)c3)C2)s1 (configuration not stated)	1641	1949
c1cncc(CNCCc2c[nH]c3ccccc23)c1	1408	1720
CCc1ccc(CNCCc2ccc(F)cc2)cc1	1483	1822
O=C(COC(=O)c1cccc(O)c1)Nc1ccc(Cl)cc1C(=O)c1ccccc1	1625	1741
C=C(C=O)CC1CC(O)[C@]2(C)OC3CC4OC5C[C@]6(C)O[C@]7(C)CCC8OC9C[C@]%10(C)OC%11C(C)=CC(=O)OC%11CC%10OC9C[C@@H](C)C8OC7CC6O[C@]5(C)CC5OC5C4OC3CC2O1 (some centres not stated)	1594	1674
C[C@@]1(CO)[C@H](O)CC[C@@]2(C)[C@H]1CC[C@H]1C[C@@H]3C[C@@]12CC[C@]3(O)CO	1687	1782
CC1CN=C(Nc2ccc(F)cc2)S1 (configuration not stated)	1505	1784
CCNc1cc(N2CCNCC2)ccc1[N+](=O)[O-]	1354	1719
O=C(Nc1ccccc1)N1CCC2(CC1)OCCO2	1363	1940
Cc1ccc(S(=O)(=O)N(C)C/N=C(\N)N[N+](=O)[O-])cc1	1504	1758

The final 2 records of the part above lead into the next:
SMILES	SRC3 TRFRET art	SRC1 TRFRET art
O=C(Nc1ccccc1)N1CCC2(CC1)OCCO2	1363	1940
Cc1ccc(S(=O)(=O)N(C)C/N=C(\N)N[N+](=O)[O-])cc1	1504	1758
O=C(NC(C(Cl)Cl)N1CCOCC1)c1ccccc1 (configuration not stated)	1640	1841
CN1OC[C@@H]2COc3ccc4ccccc4c3[C@@H]21	1624	1826
CN1CCC2(CC1)C(C#N)=C(N)NC(S)=C2C#N	1575&1492	1827&1969
Cc1cccc(-n2c(=S)[nH]c3ccccc3c2=O)n1	1681	2100
CN(C)c1ccc(C=C(C#N)C#N)cc1	1528	1888
Cc1nn(Cc2ccccc2)c(C)c1C=C1C(=O)NC(=S)NC1=O	1334	1530
Cn1cccc1/C=C1\C(=O)NC(=O)N(Cc2ccccc2Cl)C1=O	1558	1863
Cc1ccc2c(c1)c(=O)c1c3n2CCN(CC#N)C3CC1 (configuration not stated)	1362	1639
Cc1c(C(c2ccc(Cl)cc2Cl)c2c(O)c3ccccc3oc2=O)c(=O)n(-c2ccccc2)n1C (configuration not stated)	1785	2002
Fc1cccc(C2NCCc3[nH]cnc32)c1 (configuration not stated)	1618	2004
CCN(CC)C(=O)c1ccc(NC(=O)c2cccc(C(F)(F)F)c2)cc1	1628	1700
N#CC1=C(N)Oc2c(c(=O)oc3ccccc23)C1c1ccccc1OC(=O)c1cccs1 (configuration not stated)	1714	1770
OC(c1cccc(Cl)c1)(c1cccc(Cl)c1)C1CN2CCC1CC2 (configuration not stated)	1572	1726
N#CCCn1cc(C(=O)Nc2ccccc2Br)c(-c2ccc3c(c2)OCCO3)n1	1457	1885
Cc1ccc(-n2cc(CNC(C)Cc3cnccn3)c(-c3cccc(C)c3)n2)cc1 (configuration not stated)	1556	1620
O=[N+]([O-])c1ccc(C2C3C(c4ccccc4)=NC4(CCCC4)N32)cc1 (configuration not stated)	1610	1923
CC(N)Cc1c[nH]c2cc3c(cc12)OCCO3 (configuration not stated)	1455	1842
Cc1cccc(OC(=O)N2CCOCC2)c1	1348	1918
OCc1cnc[nH]1	1508	1714
c1ccc2c(c1)[nH]c1cnccc12	1611	1918
Fc1ccc(N2CCN(Cc3ccc4c(c3)OCO4)CC2)cc1	1618	1894

Screening results as filed in PubChem BioAssay.
